VLA-4 inh – inhibition in human VLA-4 binding assay, primary screen, VLA-4 allosteric modulator project, MLPCN library, flow cytometry, VLA-4 expressing cells | AID 2557, 2010 | ligand binding flow cytometry | Integrin alpha-4 (Homo sapiens), P13612 | 330,000 compounds, 0.2% hits | inhibition, % (about 7 µM as worked out from the volumes in the protocol); in the data active = inhibition above about 50%
Target sequence (P13612 whole entry, looked up): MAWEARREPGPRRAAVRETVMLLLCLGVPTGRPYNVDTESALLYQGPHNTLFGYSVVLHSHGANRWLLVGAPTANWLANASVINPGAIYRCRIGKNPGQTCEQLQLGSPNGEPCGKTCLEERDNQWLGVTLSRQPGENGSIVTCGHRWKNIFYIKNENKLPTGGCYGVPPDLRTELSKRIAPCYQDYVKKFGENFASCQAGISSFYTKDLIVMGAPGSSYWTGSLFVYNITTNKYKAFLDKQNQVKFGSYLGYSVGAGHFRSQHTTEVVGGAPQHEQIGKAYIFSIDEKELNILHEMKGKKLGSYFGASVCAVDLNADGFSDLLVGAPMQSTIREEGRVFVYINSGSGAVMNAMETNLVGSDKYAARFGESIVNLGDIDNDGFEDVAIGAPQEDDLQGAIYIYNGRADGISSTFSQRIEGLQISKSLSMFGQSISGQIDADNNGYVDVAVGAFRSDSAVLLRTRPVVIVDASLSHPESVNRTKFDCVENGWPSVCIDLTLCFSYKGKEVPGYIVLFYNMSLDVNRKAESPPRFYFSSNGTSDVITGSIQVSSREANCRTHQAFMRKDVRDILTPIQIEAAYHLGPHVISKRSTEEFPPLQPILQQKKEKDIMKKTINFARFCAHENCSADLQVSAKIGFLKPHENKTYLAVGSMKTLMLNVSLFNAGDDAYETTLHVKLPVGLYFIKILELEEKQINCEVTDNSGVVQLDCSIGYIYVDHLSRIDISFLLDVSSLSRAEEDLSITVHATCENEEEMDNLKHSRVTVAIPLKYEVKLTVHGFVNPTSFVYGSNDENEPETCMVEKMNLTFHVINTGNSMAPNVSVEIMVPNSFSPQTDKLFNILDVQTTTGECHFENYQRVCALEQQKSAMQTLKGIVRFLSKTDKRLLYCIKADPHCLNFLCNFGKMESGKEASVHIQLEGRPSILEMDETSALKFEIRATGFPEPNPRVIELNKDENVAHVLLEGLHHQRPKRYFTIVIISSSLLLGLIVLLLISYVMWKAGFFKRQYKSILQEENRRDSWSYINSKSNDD
MCL1 BIM primary – inhibitors of MCL1 binding to BIM-BH3, primary screen, biochemical, fluorescence polarization. GST-MCL1 / FITC-Bim-BH3 fluorescence polarization. inhibition, % at 10.9 µM. 320,000 compounds, 0.68% hits. AID 2057, 2009;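 active = inhibition above the mean inhibition of all tested compounds plus 3 SD, set per campaign, cut at about 40% in these data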;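 also: 0% = DMSO wells and 100% = unlabeled Bim-BH3 peptide control; higher means more loss of mP so more displacement of Bim peptide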
AGP1 TOR yeast – modulators of AGP1-GFP expression in yeast TOR pathway, primary screen, cell-based, multiplex flow cytometry, S. cerevisiae, MLPCN library; 3 h; GFP as percent of DMSO wells; GFP response vs DMSO, % at 10 µM; 320,000 compounds, 0.02% hits; AID 2066, 2009;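 active = GFP response relative to DMSO above a set limit, near screen average plus 3 SD, cut at about 150% in these data; inconclusive = fewer than 70 cells counted for the yeast strain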;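 also: median GFP channel fluorescence of the gated AGP1 strain per well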
MEX-5 binding – MEX-5 zinc finger RNA-binding disruptors – biochemical, C. elegans, fluorescence polarization, MLPCN library, primary screen; Zinc finger protein mex-5 (Caenorhabditis elegans), Q9XUB2; MEX-5/FITC-TCR2 RNA binding; hits give low values; activity score (negative = inhibition of binding), % at 10 µM; 300,000 compounds, 0.38% hits; AID 1832, 2009;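 active = inhibition past about -25% in most replicates, and total fluorescence under double the plate's negative control median, limit read from the data; inconclusive = replicates evenly split on the limit, or fluorescence at least double controls; inactive = too little inhibition in most replicates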;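 also: 0% = DMSO and -100% = 5 µM competing unlabeled TCR2 RNA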
CIT2-GFP yeast – modulators of CIT2-GFP expression in yeast, primary screen, S. cerevisiae, GFP fusion, multiplex flow cytometry, MLPCN library; AID 2029, 2009; GFP response vs DMSO, % at 10 µM; S. cerevisiae CIT2-GFP strain, 3 h; 100 means same as DMSO wells; 320,000 compounds, 0.065% hits;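 active = GFP response relative to DMSO above a set limit, near the screen mean plus 3 SD, cut at about 150% in these data; inconclusive = Fewer than 70 cells measured for a yeast strain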;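 also: ratio of well median GFP fluorescence to mean of DMSO wells on the plate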
Yeast superoxide – reduction of superoxide in aged yeast, primary screen, HTS | S. cerevisiae aged cells, superoxide DHE fluorescence; hits give low values | superoxide response (% of plate mean), % at 10 µM | 330,000 compounds, 0.18% hits | AID 2690, 2010;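 active = superoxide response under a set limit, about three screen SD below normal, cut at about 65% in these data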;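 also: yeast aged for seven days with compound at 30 °C before DHE staining; 100% = average MFI of all compound-treated wells on the plate with controls excluded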
GRK2 aptamer HTS – compounds blocking aptamer binding on GRK2 – biochemical, human GRK2, bead flow cytometry, HTS, primary screen | Beta-adrenergic receptor kinase 1 (Homo sapiens), P25098 | FAM-aptamer displacement from GRK2 | inhibition of aptamer binding, % at 10 µM | 330,000 compounds, 0.59% hits | AID 488847, 2010;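 active = inhibition of aptamer binding above 40%, roughly 3 SD of noise, on plates passing a quality check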;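 also: median bead fluorescence of bound FAM aptamer so fluorescent compounds give negative values; no value below 0 was filed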
GLD-1 TGE inh – GLD-1/TGE RNA complex disruptors, primary screen, biochemical, fluorescence polarization; Female germline-specific tumor suppressor gld-1 (Caenorhabditis elegans), Q17339; purified GLD-1 + fluorescein TGE RNA; inhibition, % at 5.96 µM; 320,000 compounds, 0.44% hits; AID 2280, 2010;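 active = percent inhibition above a per-plate cutoff, the plate mean of test compounds plus 3 SD, cut at about 30% in these data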;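 also: 0% = DMSO wells with GLD-1 and probe and 100% = wells lacking GLD-1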
BCLXL inh – inhibitors of human Bcl-xL, primary screen, biochemical, fluorescence polarization, HTS | GST-Bcl-xL / FITC-Bim BH3 peptide fluorescence polarization | 320,000 compounds, 0.7% hits | AID 2129, 2009 | inhibition, % at 10.9 µM | Bcl-2-like protein 1 (Homo sapiens), Q07817;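 active = inhibition above the mean of all tested compounds plus 3 SD, cutoff set per campaign, cut at about 30% in these data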;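 also: 0% = DMSO wells and 100% = unlabeled Bim-BH3 peptide competitor; inhibitors lower millipolarization by displacing the labeled peptide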
* = called active by the depositor; u = inconclusive; x = not tested or not shown.

SMILES	VLA-4 inh	MCL1 BIM primary	AGP1 TOR yeast	MEX-5 binding	CIT2-GFP yeast	Yeast superoxide	GRK2 aptamer HTS	GLD-1 TGE inh	BCLXL inh
O=C(CN1C(=O)/C(=C/c2ccccc2)SC1=S)N1CCN(CCc2ccccn2)CC1	10	10	103	-3.3	100	102	2	-3	3
O=C(Nc1c2c(nn1-c1ccc([N+](=O)[O-])cc1)CS(=O)(=O)C2)c1ccco1	-1	6	104	-3.6	94	98	2	0	3
Cc1ccc(NC(=O)N2CCCC2C(=O)NCC2CCCO2)cc1 (stereo not given)	-6	-1	97	-0.7	96	108	0	0	2
CCCCn1c(SCC(=O)NCc2ccco2)nc2c1c(=O)n(C)c(=O)n2C	4	-3	98	0.2	101	88	0	2	0
Cc1ccnc2nc(C(=O)OCC(=O)N3CCc4ccccc43)nn12	5	-7	94	1.3	88	114	5	0	2
Cc1cccn2c(=O)c3cc(C(=O)N4COCC4(C)C)sc3nc12	3	-7	91	0.9	91	119	6	1	1
COc1ccc(CC(C)CC(=O)NCCc2ccc(OC)c(OC)c2)cc1 (stereo not given)	0	10	92	0.0	94	92	0	-4	4
Cc1ccc(C(=O)NN2C(=O)C3C4c5ccccc5C(c5ccccc54)C3C2=O)cc1 (stereo not given)	-6	1	103	0.0	111	96	0	-1	6
CN1C(=O)/C(=C/c2ccccc2OCc2ccccc2F)NC1=S	-15	-3	98	-1.0	101	98	0	-2	-5
CC(C)N1C(=O)CN(C2CCCCCC2)C(=O)C1c1ccccc1F (stereo not given)	-1	2	113	-8.3	118	89	3	7	3
COc1ccc(C)cc1N(C(=O)c1ccco1)C(C(=O)NC1CCCC1)c1cc(OC)c(OC)c(OC)c1 (stereo not given)	-5	1	104	0.7	114	99	0	-1	0
CON(C)c1nc(OCC#N)nc(N(C)C)n1	-1	5	105	1.3	105	99	0	8	-6
CCN1CCN(C(=O)CCN2C(=O)c3ccccc3S2(=O)=O)CC1	9	0	107	-3.7	93	112	1	-4	2
O=C(O)C1=C[C@H](C2CC2)C[C@H](OCc2ccc(CO)cc2)O1	x	0	x	0.9	x	x	x	4	4
COc1cc(NC(=O)C2CCCN2S(=O)(=O)c2ccc3c(c2)CC(C)N3C(C)=O)cc(OC)c1 (stereo not given)	14	5	96	-1.4	108	89	0	-1	6
O=c1c2ccccc2ncn1C1CCCCC1	1	11	101	0.5	94	104	0	6	3
Cc1cccc(N(C)S(=O)(=O)c2cc3c(cc2C)n(C)c(=O)c(=O)n3C)c1	17	9	107	1.3	107	96	2	7	2
Cc1cc(-c2n[nH]c(=S)n2-c2ccccc2C)cs1	19	-17	95	-0.6	98	106	1	3	-12
COc1ccc([N+](=O)[O-])cc1/C=N/NC(=O)/C(=C\c1cccs1)NC(=O)c1ccccc1	3	19	103	2.7	107	94	1	8	10
O=C(COc1ccc(F)cc1)c1ccc2c(c1)CCCC2	-6	2	89	2.0	89	95	0	0	2
CCN(CC(=O)NC1CCCC1)S(=O)(=O)c1ccc(F)cc1	0	2	104	-3.0	115	87	1	-2	1
CCS(=O)(=O)N1Cc2ccccc2CC1C(=O)Nc1ccc(OC)cc1OC (stereo not given)	1	6	109	1.2	107	94	0	7	8
Cc1ccc(C(=O)O/N=C/c2ccc3c(c2)OCO3)cc1	15	1	95	1.5	96	108	1	9	4
O=C(Nc1c2c(nn1-c1ccccc1)CS(=O)C2)c1ccco1 (stereo not given)	-1	0	113	0.9	82	96	4	4	-1
COc1ccc(NC(=S)NCCCN2CCN(C3CCCCC3)CC2)cc1	14	5	100	-2.9	102	113	0	2	1
CC(=O)c1ccc(NC(=O)NNS(=O)(=O)c2ccc([N+](=O)[O-])cc2)cc1	21	-3	97	0.9	100	102	4	3	2
CCN(CC)c1ccc(C2C(C(C)=O)C(=O)CC(C)(O)C2C(C)=O)cc1 (stereo not given)	-1	-5	u	0.2	u	113	0	-8	5
COc1cccc(NC(=O)c2cc(-c3ccco3)nc3ccccc23)c1	-3	3	95	-0.7	98	93	0	-22	3
O=S(=O)(c1ccc2c(c1)C(=NO)c1cc(S(=O)(=O)N3CCCCC3)ccc1-2)N1CCCCC1	45	2	107	0.0	106	97	1	5	1
CNC(=O)c1c(C)nc(SCC(=O)NCc2ccc(OC)cc2)c(C#N)c1-c1ccco1	40	-6	108	-2.1	106	106	12	1	2
O=S(=O)(Nc1ncnc2sc3c(c12)CCC3)c1cc(F)ccc1F	-2	4	98	-1.0	92	116	0	0	5
Cc1cc([N+](=O)[O-])nn1CCCC(=O)Nc1sc2c(c1C(N)=O)CCCC2	11	3	99	-2.1	94	101	3	-3	6
CN(c1ccc(C(=O)N2CCCCC2)cc1)S(C)(=O)=O	14	5	94	1.4	94	84	0	1	3
O=C(Nc1ccc(F)cc1)Nc1nnc(-c2ccccc2)o1	-17	6	101	-0.4	99	132	2	3	-3
C=CCn1c(SCCOc2ccccc2)nnc1C(C)NC(=O)c1ccccc1 (stereo not given)	-29	-5	100	2.4	101	107	0	-3	0
CCOc1ccc2nc(/N=C/c3nc(-c4ccccc4)oc3O)sc2c1	-9	-18	95	-2.6	104	95	0	-20	-5
O=C(NCc1ccc(F)cc1)c1ccc(CS(=O)(=O)c2ccc(Br)cc2)o1	2	4	102	-1.7	92	103	0	6	3
N#CCC(=O)NNC(=S)Nc1ccccc1C(F)(F)F	25	9	105	0.0	94	110	0	6	2
CC1CCN(S(=O)(=O)c2ccc3c(c2)CCN3C(=O)CCC(=O)O)CC1	-3	4	102	2.6	105	112	0	-10	0
CCOc1ccc(NS(=O)(=O)c2cc(NC(=O)CCC(=O)c3cccs3)ccc2Cl)cc1	-4	-5	103	-2.9	104	76	0	9	5
CC(C)CC(=O)NC(=S)Nc1ccc(S(=O)(=O)N2CCN(C)CC2)cc1	13	8	92	-1.3	97	103	14	1	4
CCN(CC)C(=O)CSc1nnc(-c2ccccc2)n1-c1ccccc1	-6	-5	95	-0.1	101	107	1	-3	-5
CC1CCCN(CCCNC(=O)c2cc3c(s2)-c2ccccc2OC3)C1 (stereo not given)	29	11	96	-3.0	95	102	0	-6	2
COc1ccccc1CNC(=O)C(=O)NCC1OCCN1S(=O)(=O)c1cccs1 (stereo not given)	3	-1	106	x	90	99	1	-3	3
O=C(NC(=S)NC1CCSC1=O)c1ccccc1Cl (stereo not given)	13	7	98	1.5	93	100	1	11	4
Cc1oc(-c2cccs2)nc1CNC[C@H]1O[C@@H](n2cnc3c(N)ncnc32)[C@H](O)[C@@H]1O	24	x	91	x	102	104	0	5	x
Cc1ccc(C(CC(=O)NCc2ccco2)c2ccc(OC(C)C)cc2)cc1 (stereo not given)	-17	8	103	-0.9	88	98	3	5	5
C=CCSc1nc(Oc2ccccc2)c2sccc2n1	12	3	109	-0.8	116	123	3	-6	7
Cc1cccc(N(CC(=O)Nc2ccc(F)cc2)S(C)(=O)=O)c1	-2	0	107	1.4	100	106	0	2	4
O=C(Nc1ncc(S(=O)(=O)c2ccc([N+](=O)[O-])cc2)s1)c1ccc2ccccc2c1	-8	4	95	-1.7	97	104	6	1	4
C=CCNC(=O)c1ccccc1NS(=O)(=O)c1ccccc1	0	-11	100	-5.2	95	100	0	-7	3
OC(COc1ccc(OCC(O)CN2CCCCCC2)cc1)CN1CCCCCC1 (stereo not given)	9	4	98	4.5	98	97	0	2	2
O=C(N/C=N/OCc1ccc(Cl)cc1Cl)NOCc1ncc(C(F)(F)F)cc1Cl	4	-5	109	1.0	94	98	0	1	2
O=C(N/N=C/c1ccc(F)cc1)c1ccc(Br)cc1	-8	6	108	0.2	94	109	1	-4	1
CCOC(=O)/C=c1\s/c(=C\c2ccccc2C)c(=O)n1CC(=O)NCc1ccc2c(c1)OCO2	-2	-31	95	-1.7	100	109	3	-7	-5
COc1ccc(CC(=O)Nc2cccnc2)cc1	17	6	93	-0.1	96	100	1	-2	4
Cc1nn(C)c(C)c1S(=O)(=O)N(CC(=O)N1CCc2ccccc2C1)c1ccc(C(C)C)cc1	-10	5	102	-0.1	103	103	0	3	-4
COc1ccc(OC)c(S(=O)(=O)Nc2cccc(C(C)=O)c2)c1	-14	-2	105	-3.5	103	96	0	1	2
O=C(Nc1nnc(C2=COCCO2)o1)c1ccc(Cc2ccccc2)cc1	8	4	107	-0.7	99	105	0	-6	-1
CCn1c(CC(=O)Nc2ccccc2)nnc1SCc1nc2ccccc2c(=O)[nH]1	1	-4	110	-0.9	109	100	0	3	7

Exported with values under each structure: two of the compounds above
Sequence of screens – VLA-4 inh | MCL1 BIM primary | AGP1 TOR yeast | MEX-5 binding | CIT2-GFP yeast | Yeast superoxide | GRK2 aptamer HTS | GLD-1 TGE inh | BCLXL inh
CC(C)N1C(=O)CN(C2CCCCCC2)C(=O)C1c1ccccc1F (stereo not given)
→ -1 | 2 | 113 | -8.3 | 118 | 89 | 3 | 7 | 3
COc1ccc(C)cc1N(C(=O)c1ccco1)C(C(=O)NC1CCCC1)c1cc(OC)c(OC)c(OC)c1 (stereo not given)
→ -5 | 1 | 104 | 0.7 | 114 | 99 | 0 | -1 | 0

Next compounds:
SMILES	VLA-4 inh	MCL1 BIM primary	AGP1 TOR yeast	MEX-5 binding	CIT2-GFP yeast	Yeast superoxide	GRK2 aptamer HTS	GLD-1 TGE inh	BCLXL inh
CCOc1ccccc1NC(=O)CCc1nnc2ccc(N3CCC(C)CC3)nn12	5	13	99	-0.1	93	114	0	0	2
COc1ccc(C(CNS(=O)(=O)c2ccccc2)N2CCN(C)CC2)cc1 (stereo not given)	-1	-3	105	2.2	90	104	0	5	4
Cc1ccc(S(=O)(=O)CCC(=O)Nc2ccccc2C)cc1	12	-4	96	0.1	97	110	0	8	1
CCOC(=O)c1c(-c2ccc(F)cc2)cn2ccccc12	3	6	94	1.5	95	100	3	3	8
CCOc1ccc(-n2c(-c3ccco3)n[nH]c2=S)cc1	12	-18	96	0.2	94	102	2	-3	-12
FCCCOc1ccc(/C=N/OCc2ccc(Cl)cc2)cc1	9	3	107	-0.6	107	87	1	7	4
O=C(NCc1ccc2c(c1)OCO2)C1CCCN(S(=O)(=O)c2cccc3cccnc23)C1 (stereo not given)	-1	5	108	-2.9	109	97	0	2	8
Cc1c(C(=O)Nc2ccc(Nc3ccccc3)cc2)cccc1[N+](=O)[O-]	10	-2	92	-4.0	94	101	0	2	-8
O=C(CN1C(=O)NC(Cc2c[nH]c3ccccc23)C1=O)Nc1cccc(S(=O)(=O)N2CCCCCC2)c1 (stereo not given)	8	-6	99	1.9	102	111	0	4	-7
COCCNCC(=O)NCC12CC3CC(CC(C3)C1)C2	-21	1	102	-4.1	102	97	0	-6	7
Cc1ccccc1-n1nnc2c(=O)oc3ccccc3c21	5	-2	95	-1.3	94	107	1	8	4
O=C1CN(C(=O)COC(=O)[C@@H]2CC(O)CN2S(=O)(=O)c2ccc(Cl)cc2)c2ccccc2N1 (stereo not given in full)	0	x	107	x	109	96	21	-3	x
